Compound activity deposited in PubChem by National Center for Advancing Translational Sciences (NCATS).
APEX1 inh: APE1 (human) endonuclease inhibition. recombinant APE1, TAMRA/BHQ-2 abasic DNA cleavage fluorescence. Potency, µM (highest dose often 65.8 µM), without a hit: top-dose activity change, negative = inhibition, hits mostly inhibitors. 350,000 compounds, 0.35% hits;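 also: plate controls were vehicle for no effect and reference inhibitor for full effect; nearly all actives have a fitted effect of over 55% in size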
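0.75 nM APE1 + cpd, 15 min RT; start w/ 50 nM TAMRA/BHQ-2 THF-abasic dsDNA; kinetic fluor 525/598 nm ×3 reads @60 s; Δ(read3−read1); normalized to DMSO and NSC13755 control wells.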
BLM inh: inhibitors of human Bloom syndrome helicase BLM; Potency, µM (titrated, usually from 56.1 µM), inactives show at the highest dose activity change, negative = inhibition, actives largely listed as inhibitors; AID 2528; recombinant BLM DNA unwinding, fluorescence dequenching; P54132; 350,000 compounds, 0.2% hits;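 also: plate controls were vehicle for no effect and no enzyme for full effect; nearly all actives have a fitted effect of over 35% in size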
G9a block: inhibitors of human histone lysine methyltransferase G9a | G9a H3K9 monomethylation, AlphaScreen, 2 h | 350,000 compounds, 8.8% hits | Potency, µM (doses to about 102 µM), for inactives: at the highest dose activity, negative = inhibition, most hits filed as inhibitors; also: % is scaled to controls: 0 for no effect and ±100 for the full control effect; nearly all actives have a fitted effect of over 75% in size
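Quantitative HTS format: methyltransferase activity on a biotin-tagged H3K9 peptide is measured by AlphaScreen, using a rabbit anti-monomethyl-H3K9 antibody with streptavidin donor and anti-IgG acceptor beads. Final levels are 20 nM enzyme, 500 nM peptide, 20 uM SAM; 2 h RT.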
POLH inh: blocks human DNA polymerase eta activity | Potency, µM (titrated, usually from 114 µM), without a hit: at the highest dose activity change, negative = inhibition, most hits filed as inhibitors | recombinant Pol eta, fluorescent DNA replication assay | Q9Y253 | 390,000 compounds, 1.2% hits | AID 588591; also: % is scaled to controls: 0 for no effect and ±100 for the full control effect
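Pol eta at 10 nM preincubated with compounds 15 min at room temperature; reaction started with fluorescent substrate (50 nM final) and read kinetically at 0 and 10 min.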
BAZ2B inh: inhibitors of human BAZ2B bromodomain. Potency, µM (highest dose often 114 µM), for the others: at the top dose activity change, negative = inhibition, usual class: inhibitors. AlphaScreen BAZ2B-H3K14Ac peptide displacement. Q9UIF8. 360,000 compounds, 4.4% hits; also: % is scaled to controls: 0 for no effect and ±100 for the full control effect; nearly all actives have a fitted effect of over 60% in size
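Complex of BAZ2B and biotin-H3K14Ac (50 nM apiece) forms over 30 min at RT, then faces library compounds up to 110 uM for another 30 min; AlphaScreen beads added, 20 min dark incubation, luminescence read.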
JMJD2A Tudor inh: JMJD2A Tudor domain (human) inhibition; O75164; AlphaScreen JMJD2A-Tudor / H3K4me3 peptide binding; Potency, µM (top dose mostly 114 µM), inactives show at the top dose activity change, negative = inhibition, usual class: inhibitors; 390,000 compounds, 4.4% hits; AID 504339; also: % is scaled to controls: 0 for no effect and ±100 for the full control effect; nearly all actives have a fitted effect of over 50% in size
POLB inh: inhibitors of human DNA polymerase beta; P06746; Pol beta primer extension/strand displacement, fluorescence kinetic; Potency, µM (titrated, usually from 114 µM), for the others: at the highest dose activity change, negative = inhibition, usual class: inhibitors; 340,000 compounds, 1.3% hits; AID 485314; also: % is scaled to controls: 0 for no effect and ±100 for the full control effect
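Preincubation: enzyme (10 nM) with compound, 15 min, RT. Reaction: substrate added to 50 nM final. Reads: 0 and 10 min. Analysis: normalized, Hill fit.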
POLI inh: inhibitors of human DNA polymerase iota | Q9UNA4 | Pol iota fluorescent replication assay, 10 min | Potency, µM (doses to about 115 µM), inactives show top-dose activity, negative = inhibition, hits mostly inhibitors | 390,000 compounds, 1% hits
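Fluorescent replication assay read twice, at 0 min and 10 min after adding 50 nM (final) substrate. Enzyme (10 nM) and compounds were first incubated 15 min at room temperature; enzyme-free buffer wells were negative controls.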
POLK inh: DNA polymerase kappa (human) inhibition; 400,000 compounds, 0.53% hits; Q9UBT6; AID 588579; purified Pol kappa, fluorescent DNA synthesis assay, 10 min; Potency, µM (series often up to 107 µM), inactives show at the top dose activity, negative = inhibition, actives largely listed as inhibitors; also: % is scaled to controls: 0 for no effect and ±100 for the full control effect
Target sequence (Q9UBT6 whole entry, looked up): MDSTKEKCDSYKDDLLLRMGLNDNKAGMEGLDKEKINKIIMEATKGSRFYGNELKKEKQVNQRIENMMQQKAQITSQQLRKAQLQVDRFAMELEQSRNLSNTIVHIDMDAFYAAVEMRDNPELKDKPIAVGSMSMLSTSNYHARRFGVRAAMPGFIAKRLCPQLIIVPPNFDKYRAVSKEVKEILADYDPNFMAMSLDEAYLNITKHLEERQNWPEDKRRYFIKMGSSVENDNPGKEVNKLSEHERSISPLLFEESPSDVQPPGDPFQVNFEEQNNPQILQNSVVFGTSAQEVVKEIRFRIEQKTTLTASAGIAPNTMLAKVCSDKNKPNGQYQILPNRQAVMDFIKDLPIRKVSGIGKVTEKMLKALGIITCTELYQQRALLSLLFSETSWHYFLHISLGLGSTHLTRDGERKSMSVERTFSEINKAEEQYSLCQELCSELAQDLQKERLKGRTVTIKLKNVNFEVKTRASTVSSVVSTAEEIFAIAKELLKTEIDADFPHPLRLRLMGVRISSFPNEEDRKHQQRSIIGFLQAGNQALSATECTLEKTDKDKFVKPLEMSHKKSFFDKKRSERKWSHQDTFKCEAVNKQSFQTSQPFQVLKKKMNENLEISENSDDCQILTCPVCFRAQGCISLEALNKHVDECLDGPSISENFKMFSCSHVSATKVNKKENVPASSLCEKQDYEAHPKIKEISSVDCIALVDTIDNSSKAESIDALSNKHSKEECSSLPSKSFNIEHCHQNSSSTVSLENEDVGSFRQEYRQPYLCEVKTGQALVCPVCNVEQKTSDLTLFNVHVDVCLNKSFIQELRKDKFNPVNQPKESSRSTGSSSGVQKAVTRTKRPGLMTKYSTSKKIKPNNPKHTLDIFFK
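Enzyme at 10 nM met test compounds for 15 min at room temperature. Substrate addition (50 nM final) began the reaction, which was monitored by fluorescence at 0 and 10 min.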
Starred values were filed as active, the others as inactive; ? = inconclusive; . = not tested or not shown; & = joins results of further samples; ! = not confirmed by another sample; [ ] = dose if it differs, or a comment. Calls follow the shape of the dose curve; as a rule, active = well fitted curve in the direction sought with a large enough effect; inconclusive = small, poorly fitted or top-dose-only effect, or another doubt; inactive = no such curve, though single readings can be large; an effect the other way counts as inactive or inconclusive. Potency is read from the fitted curve at half-maximal effect.

SMILES | APEX1 inh | BLM inh | G9a block | POLH inh | BAZ2B inh | JMJD2A Tudor inh | POLB inh | POLI inh | POLK inh
COC(=O)[C@@]1(C#N)[C@@H]2C=CC(C(C)=O)=CN2[C@@H](C(N)=O)[C@@H]1c1ccc(F)cc1 | -4% | -8% | -30% | 7% | ? | -15% | 0% | 32%[activator] | -17%
CCCCCCN=Cc1c(O)n(C)c(=O)n(C)c1=O | 1% | -1% | 23% | -4% | -1%[57.1 µM] | -2% | 13% | -7% | -2%
O=P(Oc1ccccc1)(Oc1ccccc1)N1CCN(c2ccc(F)cc2)CC1 | -6% | -7% | 9% | -19% | -30% | -15% | -20% | 122%[activator] | -7%
COC(=O)C1=C(c2c(C)noc2C)C[C@@H]2CC[C@H]1N2C(=O)N1CCCCC1 | 5% | . | 13%[2.33 µM] | -6% | 0% | -3% | . | 3% | 3%
Cc1ccc(Cn2nnnc2CN2CCC(n3nnc4cc(C)ccc43)CC2)cc1 | -3% | 1% | ? | -15% | -6% | -16% | 10% | -9% | 2%
CCOC(=O)C(=O)NC1CCSC1=O (stereo unspecified) | -1% | 3% | 50µM* | -1% | 11% | -5% | 3% | 3% | -2%
CN=C(SCC(=O)c1cccc(Cl)c1)c1c(O)n(C)c(=O)n(C)c1=O | 1% | -14% | . | -8% | 0% | -5% | -11% | -28% | -4%
C#CC[N+]1(C)[C@@H]2CC(OC(=O)C(CO)c3ccccc3)C[C@H]1C(O)C2 (stereo partly specified) | -1% | 0% | 16%[0.501 µM] | -8% | -1% | -1% | 37% | ? | -11%
CCOC(=O)c1ccc(NC(=O)C2C3C=CC(O3)C2C(=O)O)cc1 (stereo unspecified) | -4% | 1% | 35µM* | . | -3% | . | 0% | . | .
Clc1ccccc1CN1CCNCC1 | 1% | 7% | . | -19% | 8% | 5% | -1% | 66%[activator] | -5%
O=C(COc1ccc(Cl)cc1)Nc1ccc(Cl)cc1C(=O)c1ccccc1 | . | -6% | -35%[59 µM] | -15% | -12% | -12% | ? | -15% | -13%
Cc1noc(C)c1CSCC(=O)Nc1ccc(C#N)c(Cl)c1 | 8% | . | . | -12% | . | -8% | . | 34%[activator] | 10%
Cc1ccc(C2=NN(CCC(=O)N3CCC4(CC3)OCCO4)C(=O)CC2)cc1 | 3% | -1% | -33% | 7% | 4% | -13% | 29% | 28% | -9%
O=C(CCC1CCCC1)c1c(O)c2ccccc2oc1=O | -3% | -3% | ? | -20% | 11% | -12% | -17% | -11% | -7%
COC(=O)c1cccc(NC(=O)N2C[C@H]3C[C@@H](C2)c2cccc(=O)n2C3)c1 | -3% | -1% | -12%[12.7 µM] | -23% | 9% | 2% | -1% | 33%[activator] | 5%
Cc1ccc(Cn2cc(C=O)c(-c3ccc(F)cc3)n2)cc1 | -17% | -4% | 112% | -24% | 76%[activator] | 67%[activator] | 6% | 34%[activator] | -2%
Cc1ccc(N=Nc2cc(C)ccc2N)cc1 | 11% | -2% | . | -17% | 7.9µM* | ? | 29% | 29% | -3%
CCn1ccnc1CN1CCCC(C(=O)c2cc(Cl)ccc2OC)C1 (stereo unspecified) | 7% | -10% | . | -18% | 4% | -31% | -16% | 73%[activator] | 3%
O=c1[nH]c(=O)n(Cc2ccc(F)cc2)c(O)c1/C=N/Nc1ccccc1 | -3% | -6% | 10µM* | -18% | -15% | -32% | 10% | 9% | -13%
COC1=CC(=O)[C@]2(C=C1OC)OC[C@@H]1Oc3c(ccc4c3C=CC(C)(C)O4)C(=O)[C@@H]12 | -2% | . | . | -11% | . | -28% | . | 46%[activator] | -20%

The last four entries of the section above open the next one.
SMILES | APEX1 inh | BLM inh | G9a block | POLH inh | BAZ2B inh | JMJD2A Tudor inh | POLB inh | POLI inh | POLK inh
Cc1ccc(N=Nc2cc(C)ccc2N)cc1 | 11% | -2% | . | -17% | 7.9µM* | ? | 29% | 29% | -3%
CCn1ccnc1CN1CCCC(C(=O)c2cc(Cl)ccc2OC)C1 (stereo unspecified) | 7% | -10% | . | -18% | 4% | -31% | -16% | 73%[activator] | 3%
O=c1[nH]c(=O)n(Cc2ccc(F)cc2)c(O)c1/C=N/Nc1ccccc1 | -3% | -6% | 10µM* | -18% | -15% | -32% | 10% | 9% | -13%
COC1=CC(=O)[C@]2(C=C1OC)OC[C@@H]1Oc3c(ccc4c3C=CC(C)(C)O4)C(=O)[C@@H]12 | -2% | . | . | -11% | . | -28% | . | 46%[activator] | -20%
Cc1ccc(-n2c(O)c(C=NCCC3=CCCCC3)c(=O)[nH]c2=O)cc1 | 15% | 0% | 23%[59 µM] | -23% | -14% | 0% | 43% | 119%[activator] | -6%
COc1cc2c(cc1OC)C(C1c3cc4c(cc3CCN1C)OCO4)OC2=O (stereo unspecified) | -6% | -3% | . | 5% | ? | -10% | 20% | -9% | -9%
Cc1nc(C)c(C(=O)NN=Cc2ccc(N(CCCl)CCCl)cc2)s1 | . | . | . | -11% | . | -9% | . | 11% | -11%
CCC1C2CC3C4N(C)c5ccccc5[C@]45CC(C2C5O)N3C1O (stereo partly specified) | -4% | -7% | -3%[2.33 µM] | . | . | . | . | . | 1%[60.1 µM]
COC(=O)C1=C(c2c(C)noc2C)C[C@@H]2CC[C@H]1N2C(=O)N1CCC(C)CC1 | 4% | . | -4%[0.501 µM] | -21% | -2% | -3% | . | 29% | -2%
Cc1nc2c(-c3ccccc3)c(C)nn2c(C)c1CCC(=O)N1CCC2(CC1)OCCO2 | 13% | 4% | 7%[59 µM] | -11% | 8% | -7% | 39% | 9% | -9%
CCOP(=O)(OCC)c1nc(-c2ccccc2)oc1NCc1ccccc1 | -5% | -10% | -29%[59 µM] | -11% | ? | -32% | -9% | 4% | -21%
Clc1ccccc1C1=NCc2nncn2-c2sc(Br)cc21 | . | . | . | 5% | . | -13% | . | 38%[activator] | 1%
COc1ccc2c(c1)cc(C(=O)N[C@@H](Cc1ccccc1)C(=O)N[C@@H](C)C(=O)O)n2C | 26% | -1% | -45% | -7% | -5% | -14% | 1% | 60%[activator] | 3%
CN1C(=O)NC(c2cccc(O)c2)C(C(=O)c2cccs2)C1(O)C(F)(F)F (stereo unspecified) | -2% | 1% | 2%[12.7 µM] | -8% | ? | -9% | 6% | -12% | -4%
Cc1ccc(-c2nc3ccccc3c(=O)n2-c2ccccn2)cc1 | 1% | -6% | 21%[59 µM] | -10% | -3% | 6% | 8% | 10% | -13%
CCn1c(C)cc(/C=C2\C(=O)NC(=O)N(c3ccccc3C)C2=O)c1C | 0% | 0% | ? | 5% | -34% | -3% | 2% | 0% | -6%[60.1 µM]
COc1cc2c(C(=O)O)c(C)n(C)c2cc1Br | 1% | -3% | -10% | -22% | 16% | -19% | 1% | 37%[activator] | -5%
Cc1c(C(=O)Nc2ccccc2)cc(-c2ccccc2)n1CCCN1CCOCC1 | 3% | -2% | ? | -15% | ? | -28% | 1% | -11%[58.9 µM] | -7%
CC(C)(C)c1cc(O)ccc1O | 19%&0% | -7%&-9% | 4.5µM* | . | . | . | . | . | 0%[60.1 µM]
C=CCOc1ccc(CC2C(=O)N(C)C(=O)N(C)C2=O)cc1 | 1% | -18% | -47%[12.7 µM] | 16µM* | 12% | -13%[57.1 µM] | ? | ? | -16%
O=C(NCCN1CCCCC1)c1ccc(Cl)nc1Cl | -5% | 4% | -32% | -7% | 1% | 9% | -30% | -1% | 1%
CCOc1ccc(NCc2cccn2-c2nnc(N3CCC(C(=O)NCC(C)c4ccccc4)CC3)s2)cc1 (stereo unspecified) | . | -7% | ? | . | -30% | ? | 0% | 13% | -4%
NC1C=CC=C(C(=O)O)C1 (stereo unspecified) | 13µM*! | . | 3.2µM* | ? | . | -21% | 20%[57.1 µM] | 6%[58.9 µM] | ?
O=C(NC1C(=O)NNC1c1ccc(Cl)cc1)c1ccc(F)cc1 (stereo unspecified) | -6% | -3% | ? | -14% | -14% | -26% | -12% | -1% | -2%
CCC(N)Cc1c[nH]c2ccccc12 (stereo unspecified) | 9% | 4% | 6% | -22% | -14% | -15% | 18% | 2% | 4%
CC1=C(C(=O)N2CCC3(CC2)OCCO3)C2(CCC(C)CC2)OC1=O (stereo unspecified) | 23% | 0% | 15%[12.7 µM] | -11% | -4% | -22% | 33% | 9% | 12%
Cc1ccc2c(c1Cl)NC(C(=O)O)C1CC(Sc3ccccc3[N+](=O)[O-])C(Cl)C21 (stereo unspecified) | -4% | -16% | . | 45µM* | 14µM* | 56µM* | ? | ? | ?
COc1ccc2c(c1)NP(=S)(c1ccccc1)N2 (stereo unspecified) | . | . | . | ? | . | ? | . | 80%[activator] | -10%
N[C@@H](Cc1c[nH]c2ccccc12)c1nnc(SCc2ccccc2F)o1 | 13% | -4% | . | -26% | ? | ? | 19% | 4% | -21%
O=P(Nc1cccc(Cl)c1)(Oc1ccccc1)Oc1ccccc1 | 7% | -13% | 23% | -30% | 4% | 27% | 11% | 14% | 1%
O=C1NC(=O)N(c2ccc(F)cc2)C(=O)/C1=C/c1ccc(N2CCOCC2)cc1 | 0% | -11% | 40µM* | -16% | 1% | -2% | 1% | 56%[activator] | 1%
CC(CN1CCOCC1)OC(=O)Cc1ccccc1 (stereo unspecified) | 1% | 0% | 11%[12.7 µM] | -16% | -35% | -10% | 3% | 31%[activator] | -7%
COC(=O)C1=C(c2c(C)noc2C)C[C@@H]2CC[C@H]1N2C(=O)N1CCC(O)CC1 | 23% | . | 2%[2.33 µM] | 2% | 8% | -4% | . | 19% | 5%
C=C1N2CCC(CC2)C1(O)c1ccc(C)c(C)c1 (stereo unspecified) | 14% | 6% | -15%[59 µM] | 11% | 12% | -23% | -1% | -1% | -14%
NC(=O)Nc1ccc(C(=O)OCC(=O)Nc2ccc(Cl)cc2C(=O)c2ccccc2)cc1 | -4% | -1% | 21%[59 µM] | ? | -1% | -11% | ? | 34%[activator] | 3%
Cc1cc(OC(C)C(=O)NCc2cccnc2)c2c3c(c(=O)oc2c1)CCC3 (stereo unspecified) | -8% | -4% | 37% | ? | -8% | 89µM* | 7% | 17% | 0%

Only part of the results is shown (hit frequency here may not be typical).
